# RMI-FANCM inh: blocks RMI1/RMI2 complex binding to FANCM MM2 peptide; Fluorescence polarization, RMI core complex with F-MM2 peptide; stronger effect = lower value; FP signal (polarization) at 33 µM; actives 0.58% (n = 70,000); AID 1159607; in the data active = FP signal below about 40; also: inactives centre near 61; strong numbers were not always called active; unit not given here
# * hit, by the source's call; & = joins results of further samples. The list is partial; the hit share may differ from the screen's.
RMI-FANCM inh,SMILES
55,Nc1nc(Cl)nc2c1ncn2[C@@H]1O[C@H](CO)[C@H](O)C1O (some centres undefined)
57&62,COc1cc(N)c(Cl)cc1C(=O)NC1CCN(Cc2ccccc2)CC1
64,O=C(CC1C(=O)NCCN1C(=S)NC(=O)c1sc2ccccc2c1Cl)OCC1CCCO1 (centres undefined)
62,CC(=O)c1ccc(NC(=O)C(C)Cn2cncn2)cc1 (centres undefined)
63,Cc1cc(C(=O)Nc2ccccc2F)c(C)o1
60,C=CCN(CC=C)S(=O)(=O)c1ccc(N)cc1
-25,C#CCSc1nncn1C(=O)/C=C/c1cccs1
64,Cc1cc(C)c(C)c(S(=O)(=O)Nc2ccc3c(c2)OCC(C)(C)C(=O)N3)c1C
72,NC(=NCC(=O)Nc1ccc(Br)cc1)C(Cl)(Cl)Cl
61,C=CCn1cnc2sc(-c3ccccc3)cc2c1=O
61,CC[C@H](NC(=O)c1c(C)c(-c2ccccc2)nc2ccccc12)c1ccccc1
53,O=C(CSc1ccc(F)cc1)NCc1ccccc1
80,COc1ccc(CCNC(=O)C(=O)Nc2cccc(N3CCCS3(=O)=O)c2)cc1
56,COc1ccc(C2CC(c3cccs3)=Nc3ccccc3S2)cc1 (centres undefined)
53,CC1(C)Cc2cccc(OCc3ccc(C(=O)NCc4ccco4)cc3)c2O1

# Taken from the entries so far for reference:
RMI-FANCM inh,SMILES
64,O=C(CC1C(=O)NCCN1C(=S)NC(=O)c1sc2ccccc2c1Cl)OCC1CCCO1 (centres undefined)
62,CC(=O)c1ccc(NC(=O)C(C)Cn2cncn2)cc1 (centres undefined)
63,Cc1cc(C(=O)Nc2ccccc2F)c(C)o1
60,C=CCN(CC=C)S(=O)(=O)c1ccc(N)cc1
-25,C#CCSc1nncn1C(=O)/C=C/c1cccs1
64,Cc1cc(C)c(C)c(S(=O)(=O)Nc2ccc3c(c2)OCC(C)(C)C(=O)N3)c1C
72,NC(=NCC(=O)Nc1ccc(Br)cc1)C(Cl)(Cl)Cl
61,C=CCn1cnc2sc(-c3ccccc3)cc2c1=O
61,CC[C@H](NC(=O)c1c(C)c(-c2ccccc2)nc2ccccc12)c1ccccc1
53,O=C(CSc1ccc(F)cc1)NCc1ccccc1

# Returning to the listing with the 8 entries that preceded the break.
RMI-FANCM inh,SMILES
64,Cc1cc(C)c(C)c(S(=O)(=O)Nc2ccc3c(c2)OCC(C)(C)C(=O)N3)c1C
72,NC(=NCC(=O)Nc1ccc(Br)cc1)C(Cl)(Cl)Cl
61,C=CCn1cnc2sc(-c3ccccc3)cc2c1=O
61,CC[C@H](NC(=O)c1c(C)c(-c2ccccc2)nc2ccccc12)c1ccccc1
53,O=C(CSc1ccc(F)cc1)NCc1ccccc1
80,COc1ccc(CCNC(=O)C(=O)Nc2cccc(N3CCCS3(=O)=O)c2)cc1
56,COc1ccc(C2CC(c3cccs3)=Nc3ccccc3S2)cc1 (centres undefined)
53,CC1(C)Cc2cccc(OCc3ccc(C(=O)NCc4ccco4)cc3)c2O1
67,C=CCn1c(=NC(=O)c2ccccc2SC)sc2cc(S(N)(=O)=O)ccc21
74,CC(C)(C)c1ccc(S(=O)(=O)NCc2ccc(C(=O)N3CCCC3)cc2)cc1
83,COc1ccc(Cl)cc1S(=O)(=O)N1CCOC(c2ccccc2)C1 (centres undefined)
67,Cc1cc(N)n(-c2nc(-c3ccccc3)cs2)n1
70,O=C(NCC1CCN(Cc2cccs2)CC1)C(=O)NC1CC1
52,S=C1N(CN2CCOCC2)CCN1CN1CCOCC1
54,O=C1NCCN1CCNS(=O)(=O)c1cccc2nonc12
65,Cc1cc(NC(=O)Cn2cnc3c(oc4ccccc43)c2=O)no1
59,COC(=O)c1ccc(CN2CCN(Cc3nc4ccccc4n3Cc3ccccc3)CC2)o1
70,COc1ccc(NC(=O)NCCCn2nc(-c3ccc(F)cc3)ccc2=O)cc1OC
63,O=C(COc1ccccc1F)N(CCn1cccn1)c1nc2ccccc2s1
65,CC(=O)NCCn1ncc2c(N3CCCCCC3)ncnc21
70,CN(C)S(=O)(=O)c1ccc(C(=O)Nc2ccc3c(c2)N(C(=O)c2ccco2)CC3)cc1
63,CCOc1ccccc1NC(=O)CCc1csc(NS(=O)(=O)c2ccc(F)cc2)n1
57,Cc1ccc(NC(=S)N2CCc3sccc3C2C)cc1Cl (centres undefined)
62,O=C(C1CC1)N1CCCC(c2nnc(-c3cccs3)o2)C1 (centres undefined)
59,Cn1c(=O)c2[nH]c(NCc3ccccc3)nc2n(C)c1=O
69,CC(Oc1ccc2c(c1)OCO2)C(=O)N1CCN(c2ccc3nncn3n2)CC1 (centres undefined)
48,O=[N+]([O-])c1cc(C(F)(F)F)ccc1Oc1ccc2nonc2c1
53,CC(=O)NC(=O)c1ocnc1C
58&54,COC(=O)c1c(-c2ccccc2)noc1C
62,COc1c(Br)cc(Br)c2c1OCCO2
50,Cc1ccc(NC(=O)c2ccccc2)c(OC(=O)c2ccccc2)c1
70,COc1cc(NC(=O)CSc2ccc(NC(=O)c3ccco3)nn2)cc(OC)c1
61,O=C(NCCCn1ncccc1=O)c1ccc(F)cc1
64,O=C(NCCn1ncc2c(=O)n(Cc3ccccc3F)cnc21)c1ccc(S(=O)(=O)N2CCOCC2)cc1
129,CCS(=O)(=O)c1cccc(C(=O)Nc2sc3c(c2C(=O)OC)CCN(C(C)C)C3)c1
61,CSc1nnc(NC(=O)c2ccccc2Cl)s1
62,O=C(CCn1c(=O)oc2ccccc21)NCCC1=CCCCC1
73,CN(Cc1ccco1)S(=O)(=O)c1ccc(C(=O)Nc2nc3c(s2)CCC3)cc1
56,CSc1nn(-c2ccccc2)cc1C(=O)Nc1ccccc1
67,COc1ccc(-c2nc3sc(CCNC(=O)C(=O)Nc4ccccc4F)c(C)n3n2)cc1
67,COc1ccc(/C=C/C(=O)N2CCN(C)CC2)cc1Br
62,O=[N+]([O-])c1cc(S(=O)(=O)NCc2ccco2)ccc1N/N=C\c1cccnc1
68,O=C(CCc1ccccc1)NCCn1ncc2c(=O)n(Cc3ccccc3F)cnc21
54,Cc1ccc(NC(=O)C2CCCCC2)cc1N1CCCC1=O
54,Cc1c(NC(=O)c2ccco2)cc2c(c1[N+](=O)[O-])C(C)(C)CC2(C)C
57,O=C(CSc1nnc(CCN2CCOCC2)o1)Nc1ccc(F)c(Cl)c1
63,CCCCOc1ccc(Cn2c(=O)oc3ccc(C)cc32)cc1
42,OCCN1CCN(C2=Cc3ccccc3C2)CC1
66,COc1cccc(N2CC(CN)OC2=O)c1 (centres undefined)
71,Cc1ccccc1C(=O)Nc1cccc(-c2cn3c(C)csc3n2)c1
72,Cc1ccccc1NC(=O)CSc1nccn1Cc1ccco1
60,O=C(/C=C/c1ccc([N+](=O)[O-])s1)c1ccc(-c2ccccc2)cc1
51,Cc1cccc(S(=O)(=O)NCCc2ccccc2)c1
88&64,Cc1cc(NC(=O)c2ccc(S(=O)(=O)N3CCCC3)cc2)nc2c1c(=O)oc1ccccc12
64,Cc1ccc(-c2csc(NC(=O)c3ccco3)n2)c(C)c1
76,COc1ccc(-n2c(C)nc3ccc(NC(=O)Nc4cc(F)ccc4F)cc3c2=O)cc1
64,CSc1cccc2sc(N3CCN(C(=O)C4CCCC4)CC3)nc12
54,C/C(=N\O)C12CCC(CC1)C2
53,CCOc1ccc(NC(N)=O)cc1
56,CCOc1cc(C(NC(=O)C(C)(C)C)NC(=O)C(C)(C)C)ccc1OC
73,CCc1c2c(nc3sc(C(=O)N4CCOCC4)c(N)c13)CC(C)(C)CC2=O
43,N#Cc1c(NC(=O)c2cccs2)sc2c1CCCC2
55,Cc1oc(N)c(S(=O)(=O)/C(C#N)=C/c2cc(Cl)cc(Cl)c2)c1C
74,CS(=O)(=O)c1ccc2nc(NC(=O)C(c3ccccc3)c3ccccc3)sc2c1
69,COc1ccc(NC(=O)CSc2ccc(NC(=O)c3ccc(C)cc3)nn2)cc1OC
52,CC1=[N+](C)c2cc(C(F)(F)F)ccc2C1(C)C
75,COc1ccccc1-c1ccc(N2CCN(S(=O)(=O)c3cccc(F)c3)CC2)nn1
68,C=CCn1c(=NC(=O)Cc2ccc(S(C)(=O)=O)cc2)sc2cc(F)cc(F)c21

# Next entries
RMI-FANCM inh,SMILES
65,Cc1ccc(C)c(-n2c(=O)c3ccccc3c3ccccc3c2=O)c1
61,O=C(Cc1csc2nc(-c3ccccc3)cn12)N1CCN(c2ccccc2)CC1
69,Cn1ccc(C(=O)Nc2cccc3c2C(=O)NC3=O)n1
85,O=C(NC(=S)Nc1ccc(-c2nc3ccccc3o2)cc1)c1cccs1
54,Cc1ccc2nc(NC(=O)Nc3ccccc3)sc2c1
60,N#Cc1ccc(C(=O)Nc2cccc3c2C(=O)NC3=O)cc1
52,COc1ccccc1CNC(=O)C(=O)NC1CCCCCC1
51,O=C(Nc1ccccc1)c1nc[nH]c1C(=O)Nc1ccccc1
47,CC(=O)Oc1cc2sc(=O)oc2c2ccccc12
63,CCn1ccc(C(=O)N2CCN(c3nc4c(F)cc(F)cc4s3)CC2)n1
66,COc1ccccc1CCNC(=O)CCc1c(C)nn(-c2nc(C)cc(=O)[nH]2)c1C
73,c1ccc(-c2nc3ccc(Cc4ccc5nc(-c6ccccn6)[nH]c5c4)cc3[nH]2)nc1
65,CC(C)c1ccc(S(=O)(=O)NCc2ccsc2)cc1
57,Cc1ccc(NC(=O)COc2cccc3ccc(N4CCOCC4)nc23)cc1
63,CCc1ccc(N2CC(c3nc4ccccc4n3CCOC)CC2=O)cc1 (centres undefined)
69,COCCNc1nc(-c2ccc(F)cc2)nc2ccccc12
65,S=c1[nH]nc(CN2c3ccccc3Sc3ccccc32)n1-c1ccccc1
53,Cn1nc(-c2cccc(NS(=O)(=O)c3cccnc3)c2)ccc1=O
56,O=C(COc1ccc(Cl)cc1)NCC(c1ccsc1)N1CCOCC1 (centres undefined)
59,NC(=O)C1Cc2ccccc2N1C(=O)NCc1cccc2ccccc12 (centres undefined)
64,NC(=O)c1sccc1S(=O)(=O)N1CCN(c2ccccc2F)CC1
78,Nc1c(C(=O)N/N=C\c2cccnc2)sc2nnc(-c3ccccc3)c(-c3ccccc3)c12
70,CCN1C(=O)C(C)(C)COc2ccc(NC(=O)c3ccc4ccccc4c3)cc21
90,CCOC(=O)c1ccc(NC(=O)c2ccc(Br)s2)cc1
59,Cc1cc(O)c(C(C[N+](=O)[O-])c2ccc(Cl)cc2Cl)c(=O)o1 (centres undefined)
62,NC(=O)N/N=C\c1ccc(OC(F)F)cc1
55,CCCc1cc(=O)[nH]c(SC/C=C/c2ccccc2)n1
59,CC(C)N1C(=O)S/C(=C2\SC(=O)N(C(C)C)C2=O)C1=O
68,C=CCn1c(SCC(=O)N2CCCC2)nc2scc(-c3cccs3)c2c1=O
57,O=C(OCc1ccc([N+](=O)[O-])cc1)c1cccc([N+](=O)[O-])c1C(=O)O
63,CCOC(=O)C1C(=O)C=C(c2ccc(OC)c(OC)c2)CC1c1cccc(OC)c1OC (centres undefined)
49,COCCN1CCCc2ccc(NC(=O)c3cccc(Br)c3)cc21
70,Cc1cc(-c2nnc(NC(=O)Cc3ccc(F)cc3)o2)n(C)n1
56,Cc1nnsc1-c1onc(C)c1-c1nc(-c2ccc([N+](=O)[O-])o2)no1
70,Cc1ccc(-c2cc3c(=O)n(Cc4cccc(Cl)c4)ccn3n2)cc1
55,Cc1ccc(N2C(=O)C=CC2=O)cc1
55,CCOC(=O)C(CC)Sc1nc2c(cnn2CCO)c(=O)[nH]1 (centres undefined)
65,COc1ccccc1N1CCN(CCNC(=O)C(=O)NCc2cccs2)CC1
75,CCc1ccccc1NC(=O)CCCn1nc(-c2cccc(OC)c2)ccc1=O
55,O=S(=O)(/C=C/c1ccccc1)N1CCN(Cc2ccccc2)CC1
64,CCOC(=O)C1CCN(c2ccccc2CN2CCC(c3ccccc3OC)CC2)CC1
92,O=C(CSc1ncc(-c2cccc(Cl)c2)o1)Nc1ccc(Br)cc1
54,Cn1c(-c2ccc(C#N)cc2)nc(=O)c2cc(Cl)ccc21
60,O=C(NCC12CC3CC(CC(C3)C1)C2)N1CCCCC1
61,CCc1nn2c(C)cc(C)nc2c1-c1ccccc1
55,CN(CC(=O)Nc1ccccc1)C(=O)c1ccccc1
59,COc1ccc(NS(=O)(=O)c2ccc(NC(=O)c3ccccc3Br)cc2)nn1
59,O=C1CN(C(=O)c2cc([N+](=O)[O-])ccc2Cl)C(c2ccc(F)cc2)c2cc(Br)ccc2N1 (centres undefined)
52,NC(=Nc1ccccc1)NC(=O)c1nc(Cl)c(N)nc1N
61,Cc1[nH]c(=O)n(C)c(=O)c1CCc1nnc(SCC(=O)N2CCc3ccccc32)o1
68,COc1ccc(-c2cc3ccc(OCC(=O)c4ccccc4)cc3oc2=O)cc1OC
54,Cc1cc(C)c(S(=O)(=O)N2CCC3(CC2)CC(=O)c2ccccc2O3)c(C)c1
52,O=C(Nc1ccc2c(c1)N(C(=O)c1cccs1)CCC2)c1cc([N+](=O)[O-])ccc1Cl
61&53,CCOc1ccccc1Oc1c(C)oc2c3c(ccc2c1=O)OCN(Cc1ccccn1)C3
54,O=C(NCCCN1CCCC1=O)C(=O)NCC(c1ccc2c(c1)OCO2)N1CCOCC1 (centres undefined)
64,Cc1cc(C(=O)Nc2cccc3c2C(=O)NC3=O)nn1C
57,O=C(Nc1ccc(Cl)c(Cl)c1Cl)NC1CCSC1 (centres undefined)
62,COc1cccc(-n2nc(-c3nc(-c4ccc5c(c4)OCO5)no3)c3ccccc3c2=O)c1
70,CCn1ccc(C(=O)N(CCN2CCOCC2)c2nc3cc(C)c(C)cc3s2)n1
59,COc1ccc(C(=O)Nc2nc(CC(=O)Nc3ccc(Br)c(C)c3)cs2)cc1

# Next structures.
RMI-FANCM inh,SMILES
60,C=CCCC1(C)NNc2nc(=O)c(C)nn21 (centres undefined)
59,CC(C)(C)C(=O)OCc1nc(-c2cc(-c3ccccc3)no2)cs1
55,CC12CCC(=O)C=C1CCC2=O (centres undefined)
66,CC(=O)Nc1ccc(C(=O)NCCNC(=O)c2cccs2)cc1
67,COC(=O)CC(C(=O)OC)N1CCN(Cc2ccccc2)CC1 (centres undefined)
53,O=C(NNC(=S)NC1CC2CCC1C2)c1ccc(Cl)cc1 (centres undefined)

# Given with each value named: entries from further up.
> Cc1c(NC(=O)c2ccco2)cc2c(c1[N+](=O)[O-])C(C)(C)CC2(C)C
  RMI-FANCM inh: 54

> O=C(CSc1nnc(CCN2CCOCC2)o1)Nc1ccc(F)c(Cl)c1
  RMI-FANCM inh: 57

# Screens: PubChem, Small Molecule Screening Facility, UW Madison
